NF-kB expr up – NF-kB expression increase, human neuronal cells | AID 1239 | 190,000 tested, 1.6% active | NF-kB reporter expression; stronger effect = higher value | fold change at 12.5 µM; in the data active = fold change above about 3.3
FLuc inhib CS – inhibits firefly luciferase, flagging false hits in luciferase inhibition screens | P08659 | ATPLite firefly luciferase biochemical luminescence, 10 min | inhibition, % at 10 µM | 200,000 tested, 1.5% active;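 active = inhibition above about 50% when tested at 10 µM, limit read from the data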
Target sequence (P08659 whole entry, looked up): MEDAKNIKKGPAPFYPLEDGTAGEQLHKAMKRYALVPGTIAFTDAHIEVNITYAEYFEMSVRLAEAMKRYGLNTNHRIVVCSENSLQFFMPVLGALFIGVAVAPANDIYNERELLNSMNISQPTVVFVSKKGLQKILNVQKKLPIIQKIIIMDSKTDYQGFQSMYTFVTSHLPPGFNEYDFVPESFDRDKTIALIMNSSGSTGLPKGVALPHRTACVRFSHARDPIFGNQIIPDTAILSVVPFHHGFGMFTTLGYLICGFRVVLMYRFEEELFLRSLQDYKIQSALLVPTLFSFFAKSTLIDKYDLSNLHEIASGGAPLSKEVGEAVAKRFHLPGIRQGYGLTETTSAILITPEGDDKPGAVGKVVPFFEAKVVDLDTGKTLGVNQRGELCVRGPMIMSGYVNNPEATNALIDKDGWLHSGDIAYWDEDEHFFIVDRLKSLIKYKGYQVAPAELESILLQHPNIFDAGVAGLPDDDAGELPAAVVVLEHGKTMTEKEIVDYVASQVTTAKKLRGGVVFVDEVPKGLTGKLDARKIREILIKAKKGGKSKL
APP 5'UTR act – activates APP 5'UTR luciferase reporter; SH-SY5Y APP 5'UTR luciferase reporter, luminescence; zero percent = DMSO vehicle wells; activation, % at 2 µM; 190,000 tested, 1% active; AID 1276;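 active = activation above a set limit, based on mean plus 3 SD of controls, cut at about 140% in these data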; also: values of inactives mirror those of a sister screen read the other way
G6PDH CS – counter-screen for G6PDH assay hits: L. mesenteroides G6PDH inhibition; inhibition, % at 5 µM; Purified L. mesenteroides G6PDH, diaphorase/resazurin coupled fluorescence, 45 min; 200,000 tested, 0.12% active; in the data active = inhibition above about 50%
APP transl inh – APP translation inhibition; 190,000 tested, 0.82% active; AID 1285; SH-SY5Y APP 5'UTR-luciferase reporter, luminescence; inhibition, % at 2 µM;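 active = inhibition above a set limit, derived from the sample mean plus 3 SD, cut at about 45% in these data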; also: values of inactives mirror those of a sister screen read the other way
TLR4-MyD88 BLA – blocks binding of human TLR4 to MyD88; O00206+Q99836; HeLa CL3-4 TLR4/MyD88 BLA complementation, FRET ratio; inhibition, % at 8.4 µM; 200,000 tested, 0.18% active; AID 861; in the data active = inhibition above about 25%;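 also: 0% = vehicle and 100% = reference inhibitor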
Diaph act CS – counter-screen for diaphorase-based assays: diaphorase activators and chemical reducers; Diaphorase/resazurin coupled assay, resorufin fluorescence, 16 min; stronger effect = higher value; 1 = vehicle wells, 0 = NADH-free wells; activation factor at 20 µM; 190,000 tested, 0.005% active;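 active = diaphorase activity raised at least twofold by the compound at 20 µM; inactive = activation factor below 2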
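Test system: Clostridium kluyveri diaphorase, purified enzyme. Buffer or medium: 50 mM HEPES pH 7.4 buffer plus MgCl2 and Tween 20. Also added: 0.114 mM NADH and 0.1 mM resazurin, final amounts. Dosing: compound 20 µM once, DMSO 1%. Schedule: 16 min enzyme reaction, ambient temperature. Detection: fluorescence of resorufin, 544 nm excitation, 590 nm emission.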
STAT1 activator – STAT1 signaling activation; NIH 3T3 STAT1-luciferase reporter, IFN-gamma, luminescence; 100% = IFN-gamma alone, no compound; activation (% of control), % at 5.5 µM; 200,000 tested, 2.6% active;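 active = activation above the screen-wide mean activation plus 3 SD, cut at about 130% in these data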;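 also: raw ratio to IFN-gamma control signal so 100% means no change and 0% no light; values of inactives mirror those of a sister screen read the other way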
Diaphorase inh – inhibits diaphorase or chemically oxidizes, flagging diaphorase assay artifacts | diaphorase resazurin-to-resorufin fluorescence, NADH, 16 min; bacterial (C. kluyveri) enzyme, not human | inhibition, % at 20 µM | 190,000 tested, 0.69% active | AID 1217;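 active = primary screen inhibition at 20 µM above a set limit, cut at about 50% in these data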;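 also: plate controls were DMSO with full reaction for no effect and wells lacking NADH for full effect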
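Detection: fluorescence of resorufin formed from resazurin, Ex 544/Em 590 nm; test system: Clostridium kluyveri diaphorase enzyme; amount: 0.14 U/mL diaphorase, enzyme working solution; times: 16-min room-temperature incubation before reading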
FLuc act counter – firefly luciferase counter-screen for stimulation assays; activation factor at 10 µM; 200,000 tested, under 10 active; ATPlite luciferase biochemical, luminescence, 10 min; 0 = ATP-free wells, 1 = DMSO control; P08659;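 active = luciferase activation factor, scaled between plate controls, of at least 2 with compound at 10 µM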
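Material: luciferase plus luciferin reagent, cell-free. Medium: PBS buffer for ATP. Also added: ATP substrate, dispensed from a 10.24 µM working solution in PBS. Doses: test compounds dosed from 2 mM stocks in 100% DMSO. Incubation: 10 min post-reagent at room temperature. Technique: light output (luminescence). Read-out basis: luminescence gain marking luciferase activators.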
* = called active by the depositor; / = not tested or not shown.

The opening 2 compounds, ahead of the listing:
mol	FLuc act counter	NF-kB expr up	STAT1 activator	Diaphorase inh	APP 5'UTR act	Diaph act CS	APP transl inh	G6PDH CS	TLR4-MyD88 BLA	FLuc inhib CS
COc1cccc(OC)c1C(=O)N1CCN(Cc2ccncc2)CC1	1.1	1.08	96.8	15.6	1.1	0.8	-1.1	8.3	1.6	-5.6
O=C(Cn1cc([N+](=O)[O-])cn1)Nc1ccc(Cn2cc(Br)cn2)cc1	1	0.9	107.6	-5.9	9.3	1.1	-9.3	10.8	6.8	-4.3

Results, from the first entry:
mol	FLuc act counter	NF-kB expr up	STAT1 activator	Diaphorase inh	APP 5'UTR act	Diaph act CS	APP transl inh	G6PDH CS	TLR4-MyD88 BLA	FLuc inhib CS
COc1cccc(OC)c1C(=O)N1CCN(Cc2ccncc2)CC1	1.1	1.08	96.8	15.6	1.1	0.8	-1.1	8.3	1.6	-5.6
O=C(Cn1cc([N+](=O)[O-])cn1)Nc1ccc(Cn2cc(Br)cn2)cc1	1	0.9	107.6	-5.9	9.3	1.1	-9.3	10.8	6.8	-4.3
Cc1ccc(NC(=O)CN2C(=O)NC(C)(c3ccc(Cl)cc3)C2=O)cc1S(=O)(=O)N1CCOCC1 (centres undefined)	1	0.68	97.9	15.0	8.4	0.8	-8.4	-7.0	0.0	-3.7
Cc1cccc(NC(=O)NNS(=O)(=O)c2ccc(F)cc2)c1	1.1	1.26	101.9	7.1	2.6	0.9	-2.6	4.0	8.8	-11.2
Cc1cc(C)c(NC(=O)NC(=O)C(Cl)(Cl)Cl)c(C)c1	0.9	1.2	100.9	-7.2	-3.2	1.1	3.2	4.0	4.6	5.3
Cc1cc(C)nc(SCCn2c(N3CCCCC3)nc3c2c(=O)n(C)c(=O)n3C)n1	1	1.05	111.3	4.2	-11.7	1	11.7	1.6	5.1	-1.9
COCC(=O)Nc1cc(C(=O)Nc2cccc(C)c2C)ccc1Cl	1.1	1.23	93.2	6.5	-3.3	0.9	3.3	5.8	-8.9	-7.7
O=C(NCc1ccco1)C1CC(=O)N(c2ccc(O)cc2)C1 (centres undefined)	1.1	1.02	102.3	5.7	7.9	0.9	-7.9	6.1	1.0	-7.6
CCn1c(SCC(N)=O)nnc1-c1ccco1	1	1.49	102.6	8.6	5.6	0.9	-5.6	1.4	-4.9	-4.9
O=C(Nc1ccccc1)N1CCN(c2nc3ccccc3s2)CC1	1	1.14	99.9	-4.6	8.7	1	-8.7	7.7	-8.6	1.8
CCC(=O)c1cn(CC(=O)NCC2CCCO2)c2ccccc12 (centres undefined)	1.1	1	99.5	13.9	-17.5	0.9	17.5	3.2	8.0	-6.7
Cc1cccc(-n2c(CCCN3C(=O)c4ccccc4C3=O)nc3ccccc3c2=O)n1	1	1.27	99.2	12.0	8.1	0.9	-8.1	0.5	6.1	-1.8
CCCCOc1ccc(-c2c(C#N)c(N)nc(SCC(N)=O)c2C#N)cc1	1	0.91	97.8	14.2	1.0	0.9	-1.0	-19.0	-0.6	-1.7
CCCn1cc(CN2CCC(Cc3ccccc3)(C(=O)OCC)CC2)c(C)n1	1	1.04	100.4	18.7	-10.3	0.8	10.3	7.2	-10.0	-4.1
CSc1ccc(NC(=O)N2CC(C)OC(C)C2)cc1 (centres undefined)	1	1.31	98.8	6.7	-10.5	0.9	10.5	3.0	-9.8	-2.7
CC(C)(C)Sc1ccc2nc3c(n2c1)CCCC3	1	1.06	111.5	5.3	23.2	0.9	-23.3	3.0	-7.2	-1.9
CC(NC(=O)CCC(=O)N1CCN(S(=O)(=O)c2ccc(Cl)cc2)CC1)c1ccccc1 (centres undefined)	1	0.9	100.2	-1.4	-14.1	1	14.1	8.2	6.8	1.6
CCCn1nnnc1NC(=O)COc1ccc(Cl)cc1C	1	1.36	97.9	11.6	-0.9	0.9	0.9	9.8	-0.6	-1.3
O=C1CC(c2ccccc2)=Nc2ccccc2N1Cc1ccccc1	1.1	1.02	85.5	14.1	-17.0	0.9	17.0	-6.8	-14.4	-5.7
CCCNC(=O)CNC(=S)N(Cc1cc(OC)c(OC)c(OC)c1)C1CCCC1	1	1.07	105.3	16.3	-6.8	0.8	6.8	-7.9	1.9	-4.1
O=[N+]([O-])c1ccc(Cl)cc1Sc1nc2ccccc2o1	1.1	1.03	107.1	15.4	-13.7	0.8	13.7	13.3	6.8	-5.7
CC(=O)c1cccc(NC(=O)C(OC(=O)c2ccccc2NS(=O)(=O)c2cccs2)c2ccccc2)c1 (centres undefined)	1.1	0.68	104.7	20.8	-3.0	0.8	3.0	11.7	-7.2	-11.5
CC(=O)Nc1ccc(S(=O)(=O)Nc2cccc(C(=O)NC(C)(C)C)c2)cc1	1.1	0.67	94.5	10.8	-6.0	0.9	6.0	7.9	-6.3	-9.3
CCNC(=O)Cn1cnc2c1c(=O)n(C)c(=O)n2C	1.1	0.95	100.7	8.3	1.7	0.9	-1.7	-0.4	6.0	-11.2
COc1ccc(OC)c(NC(=O)c2[nH]c(C)c(C(C)=O)c2C)c1	1	0.9	101.4	3.6	-3.2	1	3.2	3.4	-4.8	-4.3
CCc1[nH]nc2c1C1(CCN(C(=O)c3ccccc3)CC1)C(C#N)=C(N)O2	1	0.95	93.2	21.2	11.9	0.8	-11.9	-0.5	-6.1	2.1
COC(=O)C1=NN(N=O)C2(CC(=O)N(c3cc(C)cc(C)c3)C2=O)C1 (centres undefined)	1.1	1.21	106.8	14.8	2.1	0.9	-2.1	16.1	-3.4	-5.1
Cc1ccc(CN(Cc2ccco2)C(=S)NCC(=O)O)cc1	1.1	1	96.8	12.2	3.5	0.9	-3.5	-4.7	0.0	-8.1
CN=C(C)C1=C(O)C(C(=O)OC)C(C)(C)CC1=O (centres undefined)	1.1	1.24	96.7	12.2	5.1	0.9	-5.1	-0.9	-8.0	-5.9
O=C(NCCCN1CCOCC1)c1ccc(CNS(=O)(=O)c2ccc(F)cc2)cc1	1	1.16	100.6	8.7	5.1	0.9	-5.1	8.5	-3.8	-1.4
Cc1ccccc1N1CCN(S(=O)(=O)c2ccccc2)CC1	1.1	1.09	108.6	15.2	20.6	0.8	-20.6	3.4	2.0	-6.4
CCCCNC(=S)Nc1ccc2[nH]c(=O)[nH]c2c1	1	1.16	101.3	16.6	20.7	0.8	-20.7	11.0	11.2	2.2
COc1ccc(NC(=O)CCNS(=O)(=O)c2cccc3nsnc23)cc1	1	1.23	99.6	-3.1	3.9	1	-3.9	-0.8	3.6	0.1
COc1ccc(C2C(C(=O)c3ccccc3)=C(C)Nc3nc4ccccc4n32)cc1OC (centres undefined)	1	1.11	95.6	9.1	16.1	0.9	-16.1	26.0	0.4	0.3
CC(=O)N(C)c1ccc(N=Nc2c(C)[nH]n(C(N)=S)c2=O)cc1	0.5	4.54*	147.8*	22.3	139.3*	0.8	-139.3	0.2	0.1	49.0
O=S(=O)(NC1CCCCC1)c1ccc(F)c2ccccc12	1	0.93	100.6	-3.5	-2.1	1	2.1	-3.5	0.1	1.5
Cc1cc(C)c2nc(N3CCCC(C(=O)N4CCC(C(N)=O)CC4)C3)sc2c1 (centres undefined)	1	0.99	103.1	0.2	16.1	1	-16.1	6.9	0.2	-1.6
CCOc1cc2[nH]c(=S)n(CCCN(CC)CC)c(=O)c2cc1OCC	1	1.12	104.6	7.9	9.6	0.9	-9.6	3.6	8.8	-4.6
COC(=O)c1cc2c(=O)n3ccccc3nc2n(C)c1=N	1	/	/	-14.0	/	1.1	/	7.4	/	-3.6
COc1ccc(/C(N)=N/OC(=O)CCc2ccccc2)cc1	1	2.09	122.4	13.9	15.3	0.9	-15.3	2.7	-3.9	3.8
O=C(Nc1nc(-c2ccc(Cl)cc2Cl)cs1)C1CCCO1 (centres undefined)	1	1.36	102.4	14.5	-0.6	0.9	0.6	-10.2	2.3	-3.6
CSCCC(NS(=O)(=O)c1cccs1)C(=O)NCc1cccs1 (centres undefined)	1	1.15	100.0	0.9	-47.2	1	47.3*	5.9	-4.8	0.3
Cn1c(NC(=O)c2ccccc2)c(-c2cccs2)c(=O)c2ccccc21	1.1	0.79	103.3	18.8	-11.0	0.8	11.0	-3.6	-11.4	-7.3
Cc1ccccc1CN1CCN(Cc2ccccc2C(F)(F)F)CC1	1	1.28	97.6	22.2	-17.9	0.8	17.9	1.5	-21.7	-3.3
O=C(c1ccc2c3c(cccc13)C(=O)N(O)C2=O)N1CCCCC1	1.1	2.56	105.9	27.5	11.2	0.7	-11.2	8.7	5.6	-5.7
CCCC1CCC(C2=N/C(=C\c3ccc(OC)c(OC)c3)C(=O)O2)CC1 (centres undefined)	1	1.07	104.2	25.2	17.1	0.7	-17.1	-8.7	-0.4	-4.7
Cc1nnc(C)n1/N=C/c1cc2ccccc2nc1Cl	1.1	1.41	99.5	9.0	22.0	0.9	-22.0	2.5	-7.6	-5.1
CCC/C(=C1/C(=O)CC(C)(C)C(C(=O)OC)C1=O)N1CCCC1 (centres undefined)	1.1	1.12	111.4	-6.3	16.6	1.1	-16.6	5.2	-12.9	-5.0
